# Screens (PubChem BioAssay)
# JMJD2A Tudor – inhibitors of human JMJD2A Tudor domain | O75164 | AlphaScreen JMJD2A-Tudor / H3K4me3 peptide binding | Potency, µM (highest dose often 114 µM), inactives show at the top dose activity change, negative = inhibition, actives largely listed as inhibitors | actives 4.4% (n = 390,000); further: on the % scale 0 is the no-effect control and ±100 the full control effect; nearly all actives have a fitted effect of over 50% in size
# BLM helicase inh – Bloom syndrome helicase (human) inhibition; recombinant BLM DNA unwinding, fluorescence dequenching; Potency, µM (top dose mostly 56.1 µM), for inactives: top-dose activity change, negative = inhibition, most hits filed as inhibitors; actives 0.2% (n = 350,000); AID 2528;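 further: plate controls were vehicle for no effect and no enzyme for full effect; nearly all actives have a fitted effect of over 35% in size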
# Target sequence (P54132 whole entry, looked up): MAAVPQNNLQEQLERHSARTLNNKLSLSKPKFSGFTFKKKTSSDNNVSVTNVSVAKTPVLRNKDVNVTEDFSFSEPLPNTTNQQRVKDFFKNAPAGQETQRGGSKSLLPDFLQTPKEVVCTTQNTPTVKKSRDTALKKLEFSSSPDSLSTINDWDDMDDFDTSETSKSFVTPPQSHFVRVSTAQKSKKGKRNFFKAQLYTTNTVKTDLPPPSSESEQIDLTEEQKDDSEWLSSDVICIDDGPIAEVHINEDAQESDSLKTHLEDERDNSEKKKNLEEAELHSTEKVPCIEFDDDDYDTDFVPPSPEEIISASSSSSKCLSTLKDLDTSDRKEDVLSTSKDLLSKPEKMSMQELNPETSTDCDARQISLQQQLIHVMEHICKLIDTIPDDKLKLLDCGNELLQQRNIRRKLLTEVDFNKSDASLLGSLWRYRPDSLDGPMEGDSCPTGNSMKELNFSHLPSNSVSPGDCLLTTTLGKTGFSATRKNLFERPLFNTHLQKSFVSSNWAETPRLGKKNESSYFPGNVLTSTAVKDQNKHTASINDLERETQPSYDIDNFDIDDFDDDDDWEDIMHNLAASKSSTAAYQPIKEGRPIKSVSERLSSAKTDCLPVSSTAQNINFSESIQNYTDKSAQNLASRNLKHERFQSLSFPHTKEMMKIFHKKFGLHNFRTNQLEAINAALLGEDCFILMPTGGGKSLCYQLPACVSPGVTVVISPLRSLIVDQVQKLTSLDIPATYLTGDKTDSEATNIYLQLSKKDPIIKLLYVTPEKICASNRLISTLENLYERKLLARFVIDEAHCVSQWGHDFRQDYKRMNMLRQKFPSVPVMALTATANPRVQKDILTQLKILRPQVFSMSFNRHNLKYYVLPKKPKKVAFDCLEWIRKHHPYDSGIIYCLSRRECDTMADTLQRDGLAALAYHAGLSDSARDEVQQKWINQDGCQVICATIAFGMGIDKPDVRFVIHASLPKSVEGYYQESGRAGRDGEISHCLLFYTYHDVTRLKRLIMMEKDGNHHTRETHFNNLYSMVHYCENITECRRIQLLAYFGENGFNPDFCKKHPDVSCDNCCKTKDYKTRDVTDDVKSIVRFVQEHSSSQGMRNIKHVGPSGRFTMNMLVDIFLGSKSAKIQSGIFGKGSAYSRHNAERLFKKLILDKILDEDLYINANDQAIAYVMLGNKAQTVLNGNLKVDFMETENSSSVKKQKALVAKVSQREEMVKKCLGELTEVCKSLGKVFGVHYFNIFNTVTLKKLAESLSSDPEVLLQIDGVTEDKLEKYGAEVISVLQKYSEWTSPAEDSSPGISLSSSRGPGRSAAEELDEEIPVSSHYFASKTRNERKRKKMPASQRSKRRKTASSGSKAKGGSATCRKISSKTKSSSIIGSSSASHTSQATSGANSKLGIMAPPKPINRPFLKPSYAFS
# G9a block – G9a (human) methyltransferase inhibition; actives 8.8% (n = 350,000); G9a H3K9 monomethylation, AlphaScreen, 2 h; Potency, µM (top dose mostly 102 µM), for the others: top-dose activity, negative = inhibition, most hits filed as inhibitors; further: on the % scale 0 is the no-effect control and ±100 the full control effect; nearly all actives have a fitted effect of over 75% in size
#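 Using a bead-based AlphaScreen, monomethylated H3K9 product from 2 h room-temperature reactions (G9a 20 nM, peptide 500 nM, SAM 20 uM) was detected with 0.5 ug/mL rabbit anti-H3K9me1 antibody.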
# Pin1 inhibitor – inhibitors of human Pin1; Q13526; Pin1 FP peptide displacement, HiFluor488, 10 min; Potency, µM (doses to about 115 µM), for inactives: top-dose activity, negative = inhibition, hits mostly inhibitors; actives 0.009% (n = 390,000); AID 504891; active means well fitted inhibition curve with a large enough effect in the polarisation, with a control signal flat, not every such curve was filed as active; inconclusive means small, poorly fitted or top-dose-only effect, or effect the other way, or a change in a side signal; inactive means no such curve, though single readings can be large or run the other way; the % refers to the polarisation; further: on the % scale 0 is the no-effect control and ±100 the full control effect
# BAZ2B inh – BAZ2B (human) inhibition | Q9UIF8 | AlphaScreen BAZ2B-H3K14Ac peptide displacement | Potency, µM (highest dose often 114 µM), for inactives: at the top dose activity change, negative = inhibition, usual class: inhibitors | actives 4.4% (n = 360,000) | AID 504333; further: on the % scale 0 is the no-effect control and ±100 the full control effect; nearly all actives have a fitted effect of over 60% in size
#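 AlphaScreen displacement: compounds (up to 110uM) incubated 30 min at room temperature with a preformed 50 nM BAZ2B/50 nM biotinylated H3K14Ac peptide complex in PBS pH 7.4 with Tween-20. Donor and acceptor beads at 10 ug/mL final added, 20 min light-protected before reading.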
# POLI inh – blocks human DNA polymerase iota activity; Q9UNA4; Pol iota fluorescent replication assay, 10 min; Potency, µM (doses to about 115 µM), for inactives: at the highest dose activity, negative = inhibition, most hits filed as inhibitors; actives 1% (n = 390,000); AID 588590
#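 Pol iota at 10 nM preincubated 15 min with compounds at room temperature; reaction started with fluorescent substrate, 50 nM final. Fluorescence read kinetically at 0 and 10 min; buffer-only wells as negative control.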
# HP1b chromo inh – blocks HP1-beta chromodomain binding to methylated histone tails; P83916; AlphaScreen HP1-beta / biotin-H3K9me3 peptide binding; Potency, µM (top dose mostly 114 µM), without a hit: at the highest dose activity change, negative = inhibition, hits mostly inhibitors; actives 0.56% (n = 390,000); further: nearly all actives have a fitted effect of over 70% in size; inactives centre near 23
#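 HP1-beta protein (50 nM final) preincubated 30 min at room temperature with biotinylated H3(1-18)K9me3 peptide (50 nM) in PBS pH 7.4, 0.01% Tween-20, then compound added for 30 min. AlphaScreen streptavidin donor/nickel chelate acceptor beads (10 ug/mL final), 30 min dark, luminescence read.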
# PGK inhibitor – T. brucei PGK inhibition; P07378; PGK/GAPDH coupled, Kinase-Glo luminescence, 60 min; Potency, µM (highest dose often 57.5 µM), for the others: at the highest dose activity change, negative = inhibition, usual class: inhibitors; actives 0.043% (n = 380,000); further: on the % scale 0 is the no-effect control and ±100 the full control effect; nearly all actives have a fitted effect of over 60% in size
#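 Luminescent ATP detection (Kinase-Glo Plus) follows a 60-minute room-temperature incubation, with wells lacking PGK as controls. Buffer: 100 mM TEA (pH 7.6), 5 mM MgCl2, 0.01% Tween-20. Coupling enzyme GAPDH (100 nM final) supplies unstable 1,3-BPG in-well.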
# GLS inhibitor – glutaminase GLS (human) inhibition; O94925; AID 624170; Potency, µM (highest dose often 45.5 µM), for inactives: at the highest dose activity change, negative = inhibition, actives largely listed as inhibitors; GLS enzymatic activity, qHTS titration; actives 0.21% (n = 410,000); further: on the % scale 0 is the no-effect control and ±100 the full control effect
#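 Glutamate formation by hKGA was monitored fluorometrically using coupled glutamate oxidase, HRP and Amplex Red. Substrate was added as 1 mM L-glutamine solution; incubation was 30 min at RT after an initial read.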
# * marks the source's active call; other numbers are inactive results; i = inactive; ? = inconclusive; / = not tested or not shown; [ ] = another dose, or the depositor's remark. Unless noted, the call rests on the fitted dose curve; in most records, active means well fitted curve in the direction sought with a large enough effect; inconclusive means small, poorly fitted or top-dose-only effect, or another doubt; inactive means no such curve, though single readings can be large; an effect the other way counts as inactive or inconclusive. Potency means the concentration at half of the fitted maximal effect.
structure	JMJD2A Tudor	BLM helicase inh	G9a block	Pin1 inhibitor	BAZ2B inh	POLI inh	HP1b chromo inh	PGK inhibitor	GLS inhibitor
Cc1cc(C)nc(SCC(=O)Nc2ccc(S(=O)(=O)NC(C)(C)C)cc2)n1	-7%	-1%	11%[12.7 µM]	0%	6%	13%	12%	-7%	4%
Cc1ccc(-n2nc3c(=O)n(C(C)C(=O)NCCC4=CCCCC4)nc(C)c3c2C)cc1 (configuration not stated)	45µM*	-3%	13%[59 µM]	-1%	-25%	30%	46%[activator]	10%	-2%
COCCN(CCOC)CC(O)COC(c1ccccc1)c1ccccc1 (configuration not stated)	-9%	-5%	-7%	4%	-12%	119%[activator]	8%	-2%	7%
CCOC(=O)c1ccccc1NC1c2ccccc2C(=O)N1C1CCN(C(=O)OCC)CC1 (configuration not stated)	-19%	-2%	40µM*	-1%	-26%	-11%	18%	13%	19%
CCCn1c(CCCNC(=O)c2ccccc2OC)nc2ccccc21	-6%	0%	0%[59 µM]	0%	0%	-15%	28%	-2%	-1%
COc1cccc(/C=C(/C#N)c2nc3ccccc3[nH]2)c1OC(C)C(=O)O (configuration not stated)	-14%	-4%	?	-3%	-20%	0%	54%[activator]	/	13µM*
CC1(C)Cc2cccc(OCC(=O)N3CCN(c4ccc([N+](=O)[O-])cc4)CC3)c2O1	?	5%	5%[59 µM]	12%	?	14%	-14%	2%	11%
Cc1cc(C)n(-c2ccc(C(=O)NCCCN3CCOCC3)cc2)n1	-1%	0%	7%	-3%	/	-5%	48%[activator]	-1%	-5%
O=C(c1cccs1)N1CCc2c([nH]c3ccccc23)C1c1ccc(Cl)cc1 (configuration not stated)	-36%	-11%	?	3%	-39%	-6%	-18%	-1%	0%
CCOc1ccc2nc(NC(=O)C(NS(=O)(=O)c3cccs3)C(C)C)sc2c1 (configuration not stated)	-12%	-2%	18%[12.7 µM]	-1%	12%	11%	19%	-1%	1%
O=C1NC(=O)/C(=C\c2ccc(OCc3cccc(C(=O)O)c3)c(Cl)c2)N1	1%	-14%	-1%	-5%	1%	81%[activator]	24%	8%	6%
CC(=O)Nc1ccc(S(=O)(=O)Nc2nc3ccccc3nc2N2CCCCCC2)cc1	-35%	-9%	14%[59 µM]	-1%	-3%	-2%	25%	i	16%
COc1cc(OC)c(C(=O)Nc2ccc3ccccc3c2)cc1OC	-1%	-1%	/	-12%	-9%	110%[activator]	4%	-1%	10%
O=C(COc1ccc2c(c1)CCC2)N1CCN(c2ccc(F)cc2)CC1	-23%	-12%	/	-8%	-8%	17%	25%	-7%	6%
COc1ccc(Nc2cnn(-c3nc4ccccc4s3)c(=O)c2Cl)cc1	-20%	-8%	-10%[59 µM]	16%	-32%	?	20%	-7%	-8%
CC(C)c1nc2sc3ccccc3c(=O)c2c(=O)n1Cc1ccccc1	-29%	1%	9%	26%	-2%	-8%	50%[activator]	-6%	-8%
Cc1ccc(NC(=O)CN2C(=O)NC3(CCCC3)C2=O)nc1	-10%	/	-9%	-10%	8%	43%[activator]	24%	-8%	-3%
COc1ccc(C(=O)C2CCCN(C/C=C/c3ccccc3OC)C2)c(OC)c1 (configuration not stated)	-29%	-10%	/	-7%	?	34%[activator]	19%	-2%	-3%
O=C(CCCCCN1C(=O)c2ccccc2C1=O)NC1CCCC1	-8%[11.4 µM]	-4%	-1%	2%	-6%	34%[activator]	62%[activator]	5%	-16%
COc1ccc(NC(=O)CN2CCN(c3ccccc3C)CC2)cc1	-8%	-2%	28%	0%	0%	26%	35%	-5%	11%

# Other results
structure	JMJD2A Tudor	BLM helicase inh	G9a block	Pin1 inhibitor	BAZ2B inh	POLI inh	HP1b chromo inh	PGK inhibitor	GLS inhibitor
C=C(C)Cn1c(SCC(=O)Nc2ccccc2C)nc2sc3c(c2c1=O)CCCC3	-13%	-2%	-51%[59 µM]	2%	-4%	-1%	-4%	-1%	0%
CCC(=O)Nc1ccc(C(=O)CSc2nnc(-c3ccc(O)cc3)n2CC2CCCO2)cc1 (configuration not stated)	?	-3%	45µM*	-2%	?	38%[activator]	1%	-10%	-5%
COc1ccc(C(C(=O)NC2CCCC2)N(Cc2cccnc2)C(=O)c2snc(C(N)=O)c2N)cc1 (configuration not stated)	-8%	-2%	9%	0%	-21%	?	134%[activator]	2%	-3%
CCOC(=O)c1c(C)oc2c1c(C=NCCO)c(O)c1ccccc12	?	-22%	50µM*	6%	-39%	?	-2%	-2%	-19%
Nc1ccc(C(=O)N2CCN(S(=O)(=O)c3ccc4c(c3)OCCO4)CC2)cc1[N+](=O)[O-]	-21%	-1%	/	-3%	-18%	9%	-4%	3%	17%
Clc1ccc(CN=C2Nc3ccccc3CS2)cc1	66%[activator]	-10%	9%[59 µM]	1%	51%[activator]	5%	63%	-5%	7%
CC(Nc1cc(N2CCNCC2)ccc1[N+](=O)[O-])c1ccccc1 (configuration not stated)	?	6%	-35%[59 µM]	5%	-36%	-1%	-15%	1%	9%
CCN(Cc1ccccc1)S(=O)(=O)c1cc2c3c(c1)CCN3C(=O)CC2	-1%	/	-8%	-11%	12%	?	36%	i	-4%
CC(=O)N(C1=C(N2CCOCC2)C(=O)c2ccccc2C1=O)c1ccc(C(=O)O)cc1	-20%	-6%	40µM*	0%	-37%	?	37%	-7%	-2%
CCOc1ccccc1NC(=O)COC(=O)c1cc(C)oc1C	-8%	/	/	-5%	/	101%[activator]	36%	-1%	-1%
CCOC(=O)CSc1nc2ccccc2n1C(=O)OCC	1%	0%	21%[2.33 µM]	89%[activator]	-4%	11%	38%	-3%	4%
Cc1c(Cl)cccc1NC(=O)CC1SCCNC1=O (configuration not stated)	-15%	-1%	-5%[12.7 µM]	-10%	-4%	5%	18%	-7%	-10%
CCCCNC(=O)CSc1nc2ccc(Nc3nc(N4CCOCC4)nc(N4CCOCC4)n3)cc2s1	-15%	-17%	?	?	0%	-7%	40%[activator]	-1%	4%
COc1ccc(C2CC(c3ccccc3)=NN2c2ccc(S(N)(=O)=O)cc2)cc1OC (configuration not stated)	17%	-13%	/	20%	15%	11%	63%[activator]	-3%	6%
Cc1cc(C)c2nc3sc(C(=O)N4CCOCC4)c(N)c3cc2c1	-20%	-13%	?	?	-20%	19%	19%	i	0%
Cc1csc(NC(=O)CCNS(=O)(=O)c2ccc3c(c2)c(=O)n(C)c(=O)n3C)n1	-17%	3%	/	-3%	33%[activator]	1%[58.9 µM]	22%	-4%	-3%
CCOc1ccc(C(=O)N/N=C/c2cc([N+](=O)[O-])cs2)cc1	?	-1%	?	8%	?	35µM*	20%	-10%	1%
C=CCN(C(=O)CNC(=O)c1ccco1)C(C(=O)NC1CCCCC1)c1ccc(OC)cc1OC (configuration not stated)	-18%	-1%	2%	-8%	-2%	0%	27%	i	8%
O=c1cc(CSc2ccc([N+](=O)[O-])cc2)nc2sccn12	-24%	-18%	5%	-14%	-6%	34%[activator]	12%	i	3%
COc1ccc(N2CCN(c3oc(-c4ccc(COc5cccc(C)c5)o4)nc3C#N)CC2)cc1	?	-5%	?	4%	?	5%	19%	-3%	5%

# Entries of single compounds, looked up by structure.
# CCCCNC(=O)CSc1nc2ccc(Nc3nc(N4CCOCC4)nc(N4CCOCC4)n3)cc2s1 is listed with JMJD2A Tudor = -15%; BLM helicase inh = -17%; G9a block = ?; Pin1 inhibitor = ?; BAZ2B inh = 0%; POLI inh = -7%; HP1b chromo inh = 40%[activator]; PGK inhibitor = -1%; GLS inhibitor = 4%
# CC(Nc1cc(N2CCNCC2)ccc1[N+](=O)[O-])c1ccccc1 (configuration not stated) is listed with JMJD2A Tudor = ?; BLM helicase inh = 6%; G9a block = -35%[59 µM]; Pin1 inhibitor = 5%; BAZ2B inh = -36%; POLI inh = -1%; HP1b chromo inh = -15%; PGK inhibitor = 1%; GLS inhibitor = 9%

# The list goes on.
structure	JMJD2A Tudor	BLM helicase inh	G9a block	Pin1 inhibitor	BAZ2B inh	POLI inh	HP1b chromo inh	PGK inhibitor	GLS inhibitor
CNC(C)C#Cc1ccc2c(=O)c3cc(C)c(C)cc3oc2c1 (configuration not stated)	-13%	/	/	39%[activator]	/	?	30%	-2%	-9%
Cc1cccc(C)c1OCc1nc2c3cnn(-c4cccc(F)c4)c3ncn2n1	3%	1%	-1%[59 µM]	31%[activator]	3%	2%	38%	3%	4%
COc1cc(NC(=O)/C=C/c2ccccc2)c(C(=O)O)cc1OC	-9%[11.4 µM]	2%	/	5%	-5%	44%[activator]	-2%	2%	30%[activator]
CSCCC(NS(=O)(=O)c1ccc2c(c1)Cc1cc(S(=O)(=O)NC(CCSC)C(=O)O)ccc1-2)C(=O)O (configuration not stated)	?	4%	?	-21%	-17%	27%	12%	-1%	9%
COC(=O)c1c(C)cc(O)c(C)c1O	-8%	/	/	-1%	/	2%	44%[activator]	11%	12%
O=C(CSc1nc(=O)n(CCCN2CCOCC2)c2c1CCC2)Nc1ccc(F)cc1	-3%	/	-2%	-6%	1%	36%[activator]	19%	1%	-2%
O=C(Nc1ccccc1)N1N=C(c2cccs2)CC1c1cccs1 (configuration not stated)	13%	-6%	11%[59 µM]	2%	-4%	-7%	40%[activator]	i	8%
COc1ccc(S(=O)(=O)N(CCN2CCOCC2)Cc2cc(OC)ccc2OC)cc1	-23%	1%	?	4%	7%	3%	23%	-5%	8%
CC(=O)Nc1nc(C)c(CCCOc2ccc([N+](=O)[O-])cc2)c(=O)[nH]1	1%	-3%	-11%	?	-1%	?	17%	-4%	5%
Cc1cc2ccccc2n1CCNC(=O)C1CCCC1	-20%	-3%	-11%	-5%	-21%	27%	12%	7%	8%
CCN(C[C@H]1N[C@@](Cc2ccccc2)(C(=O)OC)[C@H]2C(=O)N(Cc3ccccc3)C(=O)[C@@H]12)S(=O)(=O)c1ccc(C(C)(C)C)cc1	-27%	/	/	4%	/	30%	6%	-4%	-3%
Cc1cc(NC(=O)c2cc(-c3ccc(Br)cc3)on2)nn1Cc1ccc(Cl)cc1	-10%	-3%	-1%[59 µM]	9%	-2%	3%	28%	-1%	-2%
CSc1nc(N)nc2c1ncn2CC(=O)N[C@H](C)c1cccc2ccccc12	-11%	/	/	-2%	/	13%	27%	3%	-3%

# A portion of the library. The share of hits here may be higher or lower than overall.
